Assay outcomes from PubChem BioAssay.
14-3-3 Bad PPI = inhibitors of 14-3-3 zeta/Bad binding, primary screen, biochemical, TR-FRET, bovine 14-3-3 zeta | TR-FRET 14-3-3zeta/Dy647-pBad peptide displacement, 1 h | inhibition, % at 21.7 µM | 220,000 compounds, 0.71% hits | AID 781, 2007;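 active means inhibition above about 70%, limit read from the data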;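 further: 0% = full 14-3-3 plus peptide FRET controls and 100% = background without 14-3-3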
Target sequence (P63103 whole entry, looked up): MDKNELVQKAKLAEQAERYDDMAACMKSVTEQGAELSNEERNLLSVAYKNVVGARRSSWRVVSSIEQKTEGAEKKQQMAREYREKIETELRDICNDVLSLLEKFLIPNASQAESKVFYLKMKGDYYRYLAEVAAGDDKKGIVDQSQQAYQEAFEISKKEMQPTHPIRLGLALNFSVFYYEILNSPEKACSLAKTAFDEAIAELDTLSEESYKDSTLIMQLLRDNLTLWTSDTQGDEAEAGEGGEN
hK5 inh = human KLK5 protease inhibitors, primary screen, biochemical, 1536-well | Kallikrein-5 (Homo sapiens), Q9Y337 | recombinant hK5, fluorogenic AMC substrate cleavage | inhibition, % at 5 µM | 210,000 compounds, 0.59% hits | AID 873, 2007;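 active means inhibition of 40% or more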;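 further: 0% = enzyme controls without compound and 100% = no-enzyme blanks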
Target sequence (Q9Y337 67-293 limits assumed): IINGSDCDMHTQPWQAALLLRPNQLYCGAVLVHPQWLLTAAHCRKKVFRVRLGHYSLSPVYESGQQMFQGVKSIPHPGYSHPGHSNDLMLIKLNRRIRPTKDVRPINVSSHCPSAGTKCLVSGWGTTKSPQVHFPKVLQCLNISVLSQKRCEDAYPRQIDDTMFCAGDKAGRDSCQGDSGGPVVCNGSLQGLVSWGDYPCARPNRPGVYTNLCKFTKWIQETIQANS
thrombin 1536 = human alpha-thrombin inhibitors, primary screen, counter-screen for coagulation protease inhibitor project, biochemical, 1536-well, fluorogenic AMC substrate; 220,000 compounds, 0.26% hits; inhibition, % at 5 µM; Prothrombin (Homo sapiens), P00734; Boc-VPR-AMC fluorogenic substrate cleavage;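 active means inhibition at or above 40%; inactive means inhibition below 40%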;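 further: 0% = enzyme with no compound and 100% = wells without enzyme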
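Material: human alpha-thrombin protein; Also added: Boc-VPR-AMC substrate, 15 µM final; Timing: enzyme reaction carried out at room temperature; Signal: fluorescence, ex 355 nm, em 460 nm; Measure: % inhibition of thrombin; Controls: enzyme without compound as high, wells lacking enzyme as low.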
p47phox inh = p47phox/p22phox peptide binding inhibitors, primary screen, biochemical, uHTS, NADPH oxidase regulatory subunit; fluorescence polarization, 2 h; inhibition, % at 24.7 µM; 220,000 compounds, 0.53% hits; AID 1274, 2008;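 further: 0% = p47phox with labelled peptide and 100% = labelled peptide alone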
Furin inhibitor = human furin inhibitors, primary screen, biochemical, fluorescence intensity | AID 463115, 2010 | 220,000 compounds, 0.061% hits | inhibition, % at 30 µM | purified furin, fluorogenic substrate cleavage; in the data active means inhibition above about 25%; further: inactives centre near -15
Rad51 HR inh = human RAD51 strand exchange inhibitors, primary screen, biochemical, fluorescence; 200,000 compounds, 0.085% hits; inhibition, % at 10 µM; hRad51 DNA strand exchange, fluorescence dequenching;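 active means inhibition above 40% at the single screening dose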;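 further: 0% = DMSO control wells and 100% = blanks with heterologous ssDNA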
Target sequence (Q06609 whole entry, looked up): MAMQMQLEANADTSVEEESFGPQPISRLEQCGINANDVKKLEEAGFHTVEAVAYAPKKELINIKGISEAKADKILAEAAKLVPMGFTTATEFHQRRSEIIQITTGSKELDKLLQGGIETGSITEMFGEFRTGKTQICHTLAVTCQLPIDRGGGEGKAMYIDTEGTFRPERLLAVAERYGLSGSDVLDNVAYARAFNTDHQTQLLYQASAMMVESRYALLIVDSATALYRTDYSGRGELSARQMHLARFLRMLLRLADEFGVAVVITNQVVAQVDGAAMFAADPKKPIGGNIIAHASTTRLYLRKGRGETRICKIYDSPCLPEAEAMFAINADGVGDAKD
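material = hRad51 filaments on single-stranded DNA | reagent = Donor/quencher-labelled 47-bp dsDNA substrate | compound = 10 µM final, single point | schedule = strand-exchange reaction 15 min at room temperature | measured by = fluorescein emission 520 nm, excitation 485 nm | read-out basis = % inhibition versus plate control and blank means | benchmarks = plate controls and plate blanks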
Cl transport mod = KCC2 cotransporter modulators, thallium flux, primary screen, cell-based, HEK293 KCC2, FluoZin-2 fluorescence, MLSMR; Solute carrier family 12 member 5 (Homo sapiens), Q9H2X9; KCC2 cells, thallium flux FluoZin-2 fluorescence; B-score of Tl+ flux slope (higher = more flux/activation; lower = inhibition) at 10 µM; 190,000 compounds, 2.2% hits; AID 1456, 2008;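 active means thallium flux slope and its plate-corrected score both differing from the plate sample mean at a set confidence after two filtering rounds, in either direction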;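 further: slope of fluorescence scaled to starting intensity during 10 to 20 s after thallium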
EBV gp42 inh = Epstein-Barr virus gp42 inhibitors, primary screen, biochemical, uHTS, fluorescence polarization; Glycoprotein 42 (Epstein-Barr virus (strain AG876)), Q1HVG2; Fluorescence polarization binding assay, mP read-out; inhibition, % (tested at 21.74 µM); 220,000 compounds, 0.42% hits; in the data active means inhibition above about 50%
Target sequence (Q1HVG2 whole entry, looked up): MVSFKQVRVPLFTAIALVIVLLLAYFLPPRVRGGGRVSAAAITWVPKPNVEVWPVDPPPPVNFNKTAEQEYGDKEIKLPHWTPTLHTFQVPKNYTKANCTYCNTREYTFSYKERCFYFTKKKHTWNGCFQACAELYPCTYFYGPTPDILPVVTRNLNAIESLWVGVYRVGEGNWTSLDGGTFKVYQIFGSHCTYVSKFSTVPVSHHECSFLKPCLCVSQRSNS
eIF4E-4G inh = eIF4E–eIF4G protein interaction inhibitors, primary screen, biochemical, uHTS, TR-FRET, eIF4GI fragment | AID 782, 2007 | Eukaryotic translation initiation factor 4E (Mus musculus) + Eukaryotic translation … | 220,000 compounds, 0.37% hits | TR-FRET eIF4E-eIF4GI(517-606) binding, 2 h | inhibition, % at 21.7 µM;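 further: 0% = full FRET control wells and 100% = background wells lacking eIF4GI fragment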
* marks the source's active call; other numbers are inactive results; x = not tested or not shown; [ ] = dose if it differs, or a comment.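 How the source made its calls, unless noted: active means inhibition above about 30% (limit read from the data); inactive means the rest.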

molecule	14-3-3 Bad PPI	hK5 inh	thrombin 1536	p47phox inh	Furin inhibitor	Rad51 HR inh	Cl transport mod	EBV gp42 inh	eIF4E-4G inh
O=C(NC1CCCC1)C1CCCN1C(=O)Nc1ccccc1 (centres undefined)	-5	4	7	-4	-29	-2	-0.33	-8	-6
Cc1nc(OCc2ccccc2)c2sc3nc4c(cc3c2n1)COC(C)(C)C4	10	-1	3	-4	4[20 µM]	x	1.2	6	23
COc1ccc(CN(Cc2ccc(C(=O)O)cc2)C(=S)Nc2ccc(C)cc2)cc1OC	-4	0	-16	-3	-4	5	0.11	2	0
CC(C)c1cccc(C(C)C)c1NC(=O)COc1nncc2ccccc12	-12	-14	-8	-6	-6	8	0.58	-7	7
O=C1c2ccccc2C(=O)N1Cc1nc(-c2ccccn2)no1	13	-10	-7	-10	-8[20 µM]	2	0.24	-3	4
CN(C)/N=C/c1ccc(Sc2ccc([N+](=O)[O-])cc2[N+](=O)[O-])o1	4[fluorescence artefact?]	-1	1	1	-5	x	1.2	0	-6
CCOCCCn1c(C)nc2c(c1=O)c1nc3ccccc3nc1n2CCC1=CCCCC1	27[fluorescence artefact?]	-109	-2	-20	-14	6	-0.73	-15	-7[fluorescence artefact?]
O=C(COc1ccc([N+](=O)[O-])cc1)NC(C(=O)O)C(O)c1cccc([N+](=O)[O-])c1 (centres undefined)	3	22	3	-4	-20	x	x	5	3
COCCCNC(=O)CC(NCCCOC)C(=O)O (centres undefined)	2	-14	-7	1	-26	3	-0.71	1	-1[fluorescence artefact?]
O=C(CCC1CCCCC1)Nc1c2c(nn1-c1ccc(F)cc1)CS(=O)C2 (centres undefined)	-4	2	6	-4	-15	5	-0.069	-15	-1
CCCCC(=O)Nc1ccc(C(=O)Nc2ccc(S(=O)(=O)N3CCCC3)cc2)cc1	-3[fluorescence artefact?]	-16	-9	-9	-19[20 µM]	-1	-3.3	-2	-11[fluorescence artefact?]
c1ccc2nc(N3CCCC3)c(N3CCCC3)nc2c1	-6[fluorescence artefact?]	-17	-5	-8	-27	-3	0.045	4	-4
Cc1ccc(NC(=O)CN(C)c2ccc(S(=O)(=O)N3CCN(C)CC3)cn2)cc1	-8	-6	2	-2	-5	4	x	-11	-5
Cc1cccc(C)c1NC(=O)CN1C(=O)S/C(=C\c2cccn2C)C1=O	1	-1	-1	-24	-9[20 µM]	-14	x	-11	-22
Cc1cccc(-n2nc(C)c3c(C(=O)O)cc(-c4cccs4)nc32)c1	4	-5	-10	-6	-18	-11	-2	-3	8
CN(C)C(=O)c1ccc(OCC(F)(F)F)nc1	-1	2	1	-6	-15	14	x	-6	0
O=C(CSc1nc2ccccc2n1Cc1ccccc1)N/N=C/c1ccccc1C(=O)O	0	2	0	2	-12	16	-0.4	-8	-1
Cn1c(=O)[nH]c(Nc2ccccc2)c([N+](=O)[O-])c1=O	1	-5	-12	-11	-12	1	0.81	-2	0
Cc1ccc(-c2cccc(C(=O)NCCc3ccccc3)n2)c2ccccc12	-6	-7	-1	-9	-14	-5	-1.2	-6	3
COc1ccc(CNC(=O)C(NS(=O)(=O)c2ccc3c(c2)CCCN3C(C)=O)C(C)C)cc1 (centres undefined)	1	-1	3	5	-17	-4	x	-12	1
COc1ccc(-n2nnnc2SCC(=O)c2cc3ccccc3o2)cc1	-5	-5	-10	-158	-27	-10	-0.34	-79	3
CN(C)S(=O)(=O)N1CCN(CC(O)COc2ccc(C(=O)c3ccccc3)cc2)CC1 (centres undefined)	-8	9	2	-5	-11[20 µM]	-6	0.15	3	3
CC1(C)CN2C(=O)c3ccccc3C2(C)S1 (centres undefined)	-12	-2	-4	-6	-17	-18	-0.23	-8	0
COc1ccc(C(=O)N2CCN(S(=O)(=O)c3ccccc3)CC2)c(OC)c1	-5[fluorescence artefact?]	-26	3	-13	-8[20 µM]	-3	0.12	-18	-19
CC(C)C(c1nnnn1CCc1ccccc1)N1CCOCC1 (centres undefined)	70*	-7	2	0	-18	-8	0.025	5	-24
N/C(=N\OC(=O)c1cc(Cl)ccc1Cl)c1cccnc1	-8	-7	3	-3	-3[20 µM]	-2	-1.3	-18	2
COCCNC(=O)CSc1nc2cc3c(cc2c(=O)n1CCCC(=O)NCCc1ccc(OC)c(OC)c1)OCO3	9	2	4	-1	-18	17	0.41	0	2
Cn1c(=O)c([N+](=O)[O-])c(NCc2ccccc2)c2ccccc21	17	-16	0	-2	-7[20 µM]	12	x	5	6
O=C(COC(=O)c1cccc(S(=O)(=O)N2CCCC2)c1)Nc1ccccc1	-19	-5	-13	-2	-12	-2	-1	-11	1
Cc1ccc(Nc2n[nH]c(C)c2[N+](=O)[O-])cc1C	-3	-1	11	-16	-14	-2	-0.76	-7	0
Cc1ccc(NC(=O)C(=O)NCc2ccc(/C=N/NC(=O)c3c(C)nc4ccccn34)o2)cc1	7[fluorescence artefact?]	-4	4	22	-13	-18	-0.16	-19	1
COc1ccccc1C(=O)Nc1ccc(S(=O)(=O)N2CCOCC2)cc1	13	-9	0	-11	-5[20 µM]	-4	x	17	-10
CCCCNC(=O)Cc1ccc(C)cc1	-1	-13	-15	-5	-20	-4	0.082	0	4
Cc1sc(NC(=O)c2cc(-c3ccc(Cl)cc3)nc3ccccc23)c(C(N)=O)c1C	79*	3	8	-41	9[20 µM]	13	1	-26	-19
Cc1ccc(-n2nc(C)c3c2OC(N)=C(C#N)C3c2ccco2)cc1 (centres undefined)	-5[fluorescence artefact?]	-12	9	-20	-15	2	0.35	-2	10
COCCN(C(=O)CSc1nncn1-c1ccccc1)c1c(N)n(Cc2ccccc2)c(=O)[nH]c1=O	-15	-21	-11	-7	-7	1	-0.39	-23	0[fluorescence artefact?]
O=C(Cc1ccc(-n2c(=O)c3ccccc3n(Cc3ccc(F)cc3)c2=O)cc1)NCC1CCCO1 (centres undefined)	-6	-7	-7	-2	-7	4	-0.11	-3	2
CCCN(CCC)C(=O)NC1CC(=O)N(c2ccc(OC)cc2)C1 (centres undefined)	-2[fluorescence artefact?]	-1	0	-4	-13	-1	0.028	-3	0
O=C(NC1CCCC1)C(c1ccc(F)cc1)N(Cc1ccc(Cl)cc1)C(=O)CCl (centres undefined)	8[fluorescence artefact?]	-23	-2	-12	-1	-7	0.52	4	1[fluorescence artefact?]
CS(=O)(=O)N(Cc1ccc(Cl)cc1)c1ccc(C(=O)NCCC2=CCCCC2)cc1	-4	1	0	-1	-21[20 µM]	1	-0.25	-4	-3

Looked up by structure from the list above (3):
molecule	14-3-3 Bad PPI	hK5 inh	thrombin 1536	p47phox inh	Furin inhibitor	Rad51 HR inh	Cl transport mod	EBV gp42 inh	eIF4E-4G inh
Cc1sc(NC(=O)c2cc(-c3ccc(Cl)cc3)nc3ccccc23)c(C(N)=O)c1C	79*	3	8	-41	9[20 µM]	13	1	-26	-19
CC1(C)CN2C(=O)c3ccccc3C2(C)S1 (centres undefined)	-12	-2	-4	-6	-17	-18	-0.23	-8	0
N/C(=N\OC(=O)c1cc(Cl)ccc1Cl)c1cccnc1	-8	-7	3	-3	-3[20 µM]	-2	-1.3	-18	2

Carrying on.
molecule	14-3-3 Bad PPI	hK5 inh	thrombin 1536	p47phox inh	Furin inhibitor	Rad51 HR inh	Cl transport mod	EBV gp42 inh	eIF4E-4G inh
O=C(O)c1ccc2c(c1)N(Cc1ccccc1)C(=O)c1ccccc1S2=O (centres undefined)	-3	-12	-5	-6	-11	5	0.026	1	-6[fluorescence artefact?]
O=C(N/N=C/c1ccc([N+](=O)[O-])cc1)c1cc2ccccc2o1	38	1	2	0	-9	7	0.7	-17	3
CCC(=O)/C=C1\Sc2ccc(OC)cc2N1CCO	9	-23	-5	-6	-8[20 µM]	0	-0.55	-13	1
Cc1ccc(C2NC(=O)c3sc(=S)n(-c4ccccc4)c3N2)cc1 (centres undefined)	-4	5	-3	-9	-21	0	-0.025	9	-2
CC(Cc1cccs1)NC(=S)Nc1ccc(Cl)cc1 (centres undefined)	-22[fluorescence artefact?]	-15	-5	-12	-17	-18	-2.1	-5	14
COc1ccc(-c2cc(C(F)(F)F)nc(-n3ccnc3C)n2)cc1	12	-14	-3	-2	-17	-3	-0.38	-14	-6[fluorescence artefact?]
C=CCNc1nc(=S)[nH]c2cc(OC)c(OC)cc12	-12	-3	-4	-13	-8	2	0.62	-4	4
CC(C)(C)c1ccc(C(=O)Nc2nonc2-c2nc3ccccc3[nH]2)cc1	2[fluorescence artefact?]	0	-5	-65	-3[20 µM]	-3	-0.67	-31	-1[fluorescence artefact?]
CCCn1nnc(NC(=O)c2cc(Br)ccc2OC)n1	8	-1	-1	0	-10[20 µM]	7	x	-9	2
S=c1[nH]ncc2ccccc12	8	5	-5	-10	-13	1	x	-19	0
O=C(OC1CCS(=O)(=O)c2sccc21)c1ccccc1 (centres undefined)	9	1	-3	-12	-6[20 µM]	4	0.18	-6	5[fluorescence artefact?]
COc1cc(/C=N/NC(=O)c2cnn3c(C)cc(-c4ccccc4)nc23)ccc1O	-15	-23	-1	-13	-10	x	-2.1	-5	-7
Cc1noc(/C=C/N(C)C)c1S(=O)(=O)N1CCCC(C(=O)NCc2ccc(Cl)cc2)C1 (centres undefined)	7[fluorescence artefact?]	16	-3	-15	-21	-6	x	-7	3
CCN(CC1COc2ccccc2O1)C(=S)Nc1ccc(F)cc1 (centres undefined)	-8	-19	0	-10	-8	0	-1.7	-22	-2
COc1ccc(/C=C/C(=O)C2(O)CCCCC2)cc1	6	0	-2	-5	-1	8	-0.19	-8	-3
COCCCNC(=O)CCc1nc2cccnc2n1Cc1ccccc1	-2	-1	3	-10	-19	5	x	-15	1
O=C(Nc1ccc(Br)cc1)c1cccnc1N1CCCCC1	5	-5	1	-12	-15[20 µM]	11	x	-7	6
O=c1c2ccccc2c(=O)n(Cc2ccccc2)n1Cc1ccccc1	8	-1	0	-3	-3	1	-0.95	4	0
COCCNC(=O)CSc1nc2nc(C)cc(C)n2n1	5	11	-4	-6	-21	0	0.47	2	0
O=C(Oc1ccccc1C(=O)N1CCOCC1)c1ccc(F)cc1	10	1	-1	-8	-21	2	-0.22	-5	-3
COc1ccc(C(=O)Nc2cc(C)ccc2NC(=O)COc2ccccc2)cc1	8[fluorescence artefact?]	-11	3	-8	-11[20 µM]	4	x	1	-7[fluorescence artefact?]
CCCCC(=O)NC(c1ccc([N+](=O)[O-])cc1)c1c(O)ccc2ccccc12 (centres undefined)	-22	-22	-4	-11	-12	7	-0.5	-1	1

Hits appear at their usual frequency; overall some 4.7% were active at least once.
